# FadD28 binding: inhibitors of FadD28 bisubstrate probe binding, primary screen, biochemical, fluorescence polarization, single point; Mycobacterium tuberculosis FadD28 fatty-acid-AMP ligase; inhibition, % at 12.5 µM; 360,000 tested, 0.22% active; in the data active means inhibition above about 8.5%, passing the limit was not always enough; inconclusive means no clear call, values can overlap the other calls
# BioA inh: M. tuberculosis BioA enzyme inhibitors, primary screen, biochemical, plate reader, single point, HTS | purified M. tuberculosis BioA enzyme | 360,000 tested, 0.096% active | inhibition, % at 9.99 µM; in the data active means inhibition above about 40%; inconclusive means no clear call, values can overlap the other calls
# BoNT-F LC inh: BoNT/F light chain protease inhibitors, primary screen, biochemical, flow cytometry, MLPCN library; Multiplex microsphere protease cleavage assay; inhibition, % at 10 µM; 360,000 tested, 0.22% active; AID 588497, 2011; in the data active means inhibition above about 35%, passing the limit was not always enough; inconclusive means no clear call, values can overlap the other calls; further: plate controls were buffer without enzyme for full effect and enzyme alone for no effect
# BoNT A protease: BoNT/A light chain protease inhibitors, primary screen, biochemical, flow cytometry, MLPCN library | Botulinum neurotoxin type A light chain protease (Clostridium botulinum A str. ATCC 3502) | multiplex microsphere protease substrate cleavage | inhibition, % at 10 µM | 360,000 tested, 0.17% active | AID 588499, 2011; further: plate controls were buffer without enzyme for full effect and enzyme alone for no effect
# PfHsp40 rescue: rescue of yeast from PfHsp40 toxicity, primary screen, S. cerevisiae, ATP luminescence. growth rescue, % at 12.5 µM. 340,000 tested, 0.68% active. S. cerevisiae expressing PfHsp40, growth rescue; in the data active means growth rescue above about 28%, passing the limit was not always enough; inconclusive means no clear call, values can overlap the other calls;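 further: yeast W303a lacking pdr1 and pdr3 grown in galactose medium; growth measured after three days at 30 °C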
# FBA Mtb inh: Mtb FBA enzyme inhibitors, primary screen, biochemical, fluorescence, strain H37Rv | Fructose-bisphosphate aldolase (Mycobacterium tuberculosis (strain ATCC 25618 / H37Rv)), … | purified M. tuberculosis FBA, fluorescence read-out | inhibition, % at 1 µM | 360,000 tested, 2.3% active | AID 588726, 2011; in the data active means inhibition above about 27%;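 further: 0% = vehicle and 100% = reference inhibitor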
# Target sequence (P9WQA3 whole entry, looked up): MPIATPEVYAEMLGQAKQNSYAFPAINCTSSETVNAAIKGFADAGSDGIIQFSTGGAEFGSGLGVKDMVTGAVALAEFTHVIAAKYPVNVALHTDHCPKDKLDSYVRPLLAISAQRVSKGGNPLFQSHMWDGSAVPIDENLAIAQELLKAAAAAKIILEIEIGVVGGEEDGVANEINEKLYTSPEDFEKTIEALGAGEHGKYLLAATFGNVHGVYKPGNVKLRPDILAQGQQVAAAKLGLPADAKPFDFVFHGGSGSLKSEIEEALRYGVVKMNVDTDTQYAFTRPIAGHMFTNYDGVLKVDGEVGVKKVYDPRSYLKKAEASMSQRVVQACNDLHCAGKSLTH
# GDH-TPI inh: GDH-TPI coupling enzyme inhibitors, primary screen, artefact control for M. tuberculosis FBA inhibitor project, biochemical, absorbance, full deck. GDH-TPI coupled enzyme counterscreen, NADH absorbance. inhibition, % at 4.8 µM. 360,000 tested, 1.2% active; in the data active means inhibition above about 30%;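 further: 0% = DMSO wells and 100% = wells lacking the enzyme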
# Anthrax LF prot: Bacillus anthracis LF protease inhibitors, primary screen, biochemical, multiplex microsphere, MLPCN library; inhibition, % at 10 µM; Lethal factor (Bacillus anthracis), P15917; multiplex microsphere protease cleavage assay; 360,000 tested, 0.12% active; further: plate controls were buffer without enzyme for full effect and enzyme alone for no effect
# Target sequence (P15917 whole entry, looked up): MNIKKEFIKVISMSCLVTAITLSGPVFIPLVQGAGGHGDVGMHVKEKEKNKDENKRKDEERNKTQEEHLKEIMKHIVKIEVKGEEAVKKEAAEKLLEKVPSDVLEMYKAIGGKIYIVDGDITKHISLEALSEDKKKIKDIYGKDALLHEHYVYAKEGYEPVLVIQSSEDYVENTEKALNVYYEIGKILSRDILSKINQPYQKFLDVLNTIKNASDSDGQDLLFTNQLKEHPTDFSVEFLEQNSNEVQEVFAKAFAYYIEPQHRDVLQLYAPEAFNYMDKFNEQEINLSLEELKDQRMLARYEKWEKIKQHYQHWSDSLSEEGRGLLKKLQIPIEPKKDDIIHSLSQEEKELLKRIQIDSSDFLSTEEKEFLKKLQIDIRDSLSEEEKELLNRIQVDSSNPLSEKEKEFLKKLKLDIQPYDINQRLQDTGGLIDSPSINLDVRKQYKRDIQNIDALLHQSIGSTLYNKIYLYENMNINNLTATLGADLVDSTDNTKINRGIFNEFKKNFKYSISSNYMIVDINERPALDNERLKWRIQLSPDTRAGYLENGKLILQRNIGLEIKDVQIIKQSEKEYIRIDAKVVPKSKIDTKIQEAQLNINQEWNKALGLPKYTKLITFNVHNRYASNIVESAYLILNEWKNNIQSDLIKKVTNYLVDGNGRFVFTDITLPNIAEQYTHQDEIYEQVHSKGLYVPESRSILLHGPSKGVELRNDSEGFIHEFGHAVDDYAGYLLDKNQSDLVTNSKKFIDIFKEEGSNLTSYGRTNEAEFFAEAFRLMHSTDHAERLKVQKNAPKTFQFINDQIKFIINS
# Mtb UGM inh: M. tuberculosis UGM enzyme inhibitors, primary screen, biochemical, fluorescence polarization, single point | UDP-galactopyranose mutase (Mycobacterium tuberculosis (strain ATCC 25618 / H37Rv)), … | purified UGM, fluorescence polarization probe displacement | inhibition, % at 10 µM | 320,000 tested, 0.06% active | AID 504406, 2011; in the data active means inhibition above about 10%, passing the limit was not always enough; inconclusive means no clear call, values can overlap the other calls
# * = called active by the depositor; u = inconclusive; x = not tested or not shown. Unless noted, no stated cut-off is given here; in the data, active means inhibition above about 30%; inconclusive means no clear call, values can overlap the other calls; inactive means below that.
SMILES,FadD28 binding,BioA inh,BoNT-F LC inh,BoNT A protease,PfHsp40 rescue,FBA Mtb inh,GDH-TPI inh,Anthrax LF prot,Mtb UGM inh
Cc1ccc(NC(=O)CN(C)C(=O)CN2C(=O)NC(C)(c3ccccc3)C2=O)cc1 (stereo unspecified),-0.5,0.8,-8,-0.2,-0.2,0,-4,-2,0.6
O=c1c(Cc2c(F)cccc2Cl)c(O)ccn1Cc1ccc2c(c1)OCO2,-0.1,x,-5,-0.7,0.2,-1,0,-4,-0.1
COc1cc(CCNC(=O)c2ccccc2NC(=O)C2=C(C)OCCS2)cc(OC)c1OC,-1.9,2.7,2,-1.5,-0.2,-1,7,0,0.4
N#Cc1ccc(CC(=O)c2ccccc2)[nH]c1=O,0.9,-1.1,3,0.6,0.3,15,17,2,x
Cc1ccccc1NC(=O)C[n+]1cc(-c2ccccc2)n2c1CCC2,0.2,1.2,u,-0.4,-0.8,0,-6,8,-1.8
O=C(COC(=O)c1ccc([N+](=O)[O-])s1)Nc1cccc(S(=O)(=O)NC2=NCCCCC2)c1,-0.1,x,-6,-1.2,-0.8,4,9,-4,-0.6
CC(C)CC(c1nnnn1C(C)C)N1CCN(c2cccc(Cl)c2)CC1 (stereo unspecified),-3.0,0.5,-4,0.0,1.7,42*,-5,-1,1.3
COCc1c(C(=O)N/N=C/c2cccc3ccccc23)nnn1-c1nonc1N,-2.0,5.2,-5,-0.3,-0.8,12,11,-4,-1.7
COc1ccc(N(Cc2ccccc2)C(=O)CSc2nnc(Cn3nnc4ccccc43)o2)cc1,-3.0,0.8,7,-0.1,2.9,1,8,-3,0.5
COc1ccc(/C=N/Nc2ccc([N+](=O)[O-])cc2)cc1O,5.0,1.6,-15,-0.7,42*,-17,7,-1,-0.6
CC1CN(C(=O)COC(=O)c2cnc(Cl)c(Cl)c2)CC(C)O1 (stereo unspecified),0.4,0.3,4,-0.5,-0.3,-2,2,-4,-2.2
O=c1[nH]c(C2CCN(S(=O)(=O)c3ccccc3C(F)(F)F)CC2)nc2c1nnn2Cc1ccccc1,-1.0,-0.5,-16,0.5,-0.5,-1,3,5,0.5
FC(F)Oc1cccc(NC(=S)N2CCN(c3ccccn3)CC2)c1,-1.0,0.9,-1,0.0,0.6,4,11,2,0.4
Cn1c(N/N=C/c2ccccc2)nc2sc3c(c2c1=O)CCC3,-3.2,5.4,-10,0.0,1.8,4,11,-5,-1.4
COc1ccc(OCC(=O)NCCCNC(=O)COc2ccc(OC)cc2)cc1,-3.9,-0.8,3,0.1,0.1,-2,-9,6,-1.3
Cc1c(O)ccc2c(CC(=O)N[C@@H](Cc3ccccc3)C(=O)O)cc(=O)oc12,0.6,-0.8,-1,0.4,-0.7,165*,15,11,-0.1
CCCc1cc(C(=O)Nc2ccc(C(=O)OC)cc2)cs1,-4.7,-1.5,14,1.3,1.4,3,2,-1,-0.9
Cc1cc(S(=O)(=O)NC(C)C)ccc1OCC(=O)NCc1ccccc1,-0.4,x,-4,-0.1,0.3,-1,4,-10,3.1
Cc1nc2ccc(S(=O)(=O)NCC(=O)N3CCC(N4CCCCC4)CC3)cc2s1,-3.6,5.0,-2,-0.3,0.8,0,-3,-2,0.9
CCc1ccc(N(C(=O)CCC(=O)Nc2cc(C)on2)C(C(=O)NC(C)(C)C)c2ccc(OC)cc2)cc1 (stereo unspecified),-1.5,-3.5,35*,-1.1,0.7,2,5,-6,-0.8
C/C=C/c1ccc(OCCCCN2CCN(CC)CC2)c(OC)c1,0.0,x,-3,1.0,0.1,2,-1,-12,-0.5
O=C(CCC1CCCN(C(=O)COc2ccccc2)C1)N1CCN(c2ccccn2)CC1 (stereo unspecified),-0.9,x,-4,-0.9,-0.3,9,3,-8,-5.7
CC(OC(=O)c1ccc(S(C)(=O)=O)c([N+](=O)[O-])c1)C(=O)NC1C2CC3CC(C2)CC1C3 (stereo unspecified),-2.7,-0.9,3,0.1,x,1,4,0,x
O=C(NCCC1CCCCN1S(=O)(=O)c1ccc(F)cc1)C(=O)NCc1ccncc1 (stereo unspecified),0.5,-1.4,3,-4.6,-0.6,3,5,2,-1.0
CC(=Nc1cccc(C)c1)c1sc2ccccc2c1O,-1.0,-1.3,-1,5.5,-0.6,-3,2,8,0.5

# The results go on.
SMILES,FadD28 binding,BioA inh,BoNT-F LC inh,BoNT A protease,PfHsp40 rescue,FBA Mtb inh,GDH-TPI inh,Anthrax LF prot,Mtb UGM inh
Cc1ccc(S(=O)(=O)C2C(=O)NC3(C)CC2c2ccccc2O3)cc1 (stereo unspecified),-1.5,5.3,-11,-1.5,-0.6,2,-1,-1,-1.8
O=C1NC(=S)N(c2ccc(F)cc2)C(=O)/C1=C/c1ccccc1O,-3.6,-0.3,0,-0.2,0.1,-2,-8,-7,0.3
Cc1nn(-c2ccc(C(=O)Nc3nnc(C4CC4)s3)cc2)c(C)c1Cl,-2.7,-1.1,-19,-0.5,-1.7,0,1,0,1.0
CCN(C(=O)COC(=O)C1CCN(S(=O)(=O)c2ccc(C)c(C)c2)CC1)C1CCS(=O)(=O)C1 (stereo unspecified),1.7,x,5,-1.7,-0.3,4,-5,-5,0.9
CCOC(=O)CCCCC(=O)c1[nH]c(=O)[nH]c1CSc1nnc2c3ccccc3n(C(C)C)c2n1,-1.8,-1.5,-6,-0.1,1.8,2,11,1,2.9
CC1N(C(=O)N2CCOCC2)CCN1S(=O)(=O)c1cccc(C(F)(F)F)c1 (stereo unspecified),0.4,0.5,-15,-2.1,1.2,-4,-3,-3,0.5
CN(Cc1nc2ccccc2n1C)c1ccccc1,-2.4,1.7,x,x,-1.0,3,13,x,4.3
CCC(Sc1nc2ccsc2c(=O)n1-c1ccc(Cl)c(C)c1)C(=O)NCc1ccco1 (stereo unspecified),-7.9,5.7,6,-0.2,0.9,2,-2,-1,x
O=C(c1ccccc1)N1CCN(C(=S)NCc2ccc3c(c2)OCO3)CC1,-0.9,8.9,-12,-1.8,0.6,2,-1,-2,0.2
O=C(CCC(=O)OCC(F)(F)C(F)F)Nc1ccccc1F,-3.1,x,1,0.3,-0.4,1,0,3,-1.5
O=S(=O)(NCc1ccccc1)c1ccc(S(=O)(=O)N2CCCCC2)cc1,-2.5,x,-4,-0.6,-0.7,1,13,-1,0.5
CCn1nnc(NC(=O)c2ccccc2Br)n1,0.7,-1.2,6,0.3,-0.5,0,12,6,-1.8
O=C(CSc1nnc(Cc2ccccc2)n1Cc1ccco1)NC1CCCC1,-0.3,x,1,0.2,0.1,1,3,-1,-2.5
CCN(Cc1ccccc1)C(=O)CC(=O)N(CC)Cc1ccccc1,-3.8,-0.2,-8,-0.9,-0.2,1,11,-6,0.4
O=C(COC(=O)C1CC2CCCC(C1)C2=O)Nc1nc(-c2ccc(F)c(F)c2)cs1 (stereo unspecified),-2.0,2.4,2,1.0,-2.0,0,5,-7,-0.8
Cc1cc2cc(CCNC(=O)C(C)C)c(=O)[nH]c2cc1C,0.2,-3.5,-2,-0.2,-1.0,7,4,-6,-1.8
Cc1ccc(/C=N/n2cnnc2)s1,0.5,-0.1,5,0.7,-1.7,1,24,u,0.2
Cc1ccc(S(=O)(=O)N2CC(=O)Nc3ccccc32)cc1C,-2.0,-0.3,-3,0.2,0.4,0,-2,-2,2.1
COc1ccc(C(=O)Nc2ccc(CN3CCS(=O)(=O)CC3)cc2)cc1,-2.1,-0.9,18,1.0,-1.8,2,5,-6,-2.5
CCCCNC(=O)CCn1c(=O)c2ccccc2n(Cc2ccccc2C)c1=O,1.4,-0.6,0,-1.2,0.8,1,10,-1,1.6
Cc1c(CC=C(Cl)Cl)c(=O)[nH]c2c(C)cccc12,0.5,x,-2,0.2,-0.4,2,2,0,3.2
CCOc1ccc(C(=O)OCCCN(C)C)cc1,-0.9,0.8,5,-0.4,-2.3,0,-2,1,-1.1
Cc1ccc(C(=O)N2CCN(c3ccccc3F)CC2)cc1NC1=NC2CS(=O)(=O)CC2S1 (stereo unspecified),-2.8,1.0,0,-0.3,0.5,4,-11,2,-0.9
COc1ccc(CCNC(=O)c2ccc(N3CCCCS3(=O)=O)cc2)cc1OC,-0.4,0.6,-4,1.3,0.1,2,11,-3,4.8
O=C1C(Cc2ccc(O)cc2)NC(=S)N1Cc1ccccc1 (stereo unspecified),0.9,0.8,-1,0.4,1.0,-4,0,-2,-0.4

# Single records (already shown). Screens in order: FadD28 binding | BioA inh | BoNT-F LC inh | BoNT A protease | PfHsp40 rescue | FBA Mtb inh | GDH-TPI inh | Anthrax LF prot | Mtb UGM inh
# CN(Cc1nc2ccccc2n1C)c1ccccc1 across the screens: -2.4 | 1.7 | x | x | -1.0 | 3 | 13 | x | 4.3
# CCN(C(=O)COC(=O)C1CCN(S(=O)(=O)c2ccc(C)c(C)c2)CC1)C1CCS(=O)(=O)C1 (stereo unspecified) across the screens: 1.7 | x | 5 | -1.7 | -0.3 | 4 | -5 | -5 | 0.9
# O=C1C(Cc2ccc(O)cc2)NC(=S)N1Cc1ccccc1 (stereo unspecified) across the screens: 0.9 | 0.8 | -1 | 0.4 | 1.0 | -4 | 0 | -2 | -0.4
# CCn1nnc(NC(=O)c2ccccc2Br)n1 across the screens: 0.7 | -1.2 | 6 | 0.3 | -0.5 | 0 | 12 | 6 | -1.8
# Cc1cc2cc(CCNC(=O)C(C)C)c(=O)[nH]c2cc1C across the screens: 0.2 | -3.5 | -2 | -0.2 | -1.0 | 7 | 4 | -6 | -1.8

# Additional structures.
SMILES,FadD28 binding,BioA inh,BoNT-F LC inh,BoNT A protease,PfHsp40 rescue,FBA Mtb inh,GDH-TPI inh,Anthrax LF prot,Mtb UGM inh
Cc1ccc(CNC(=O)C2CC(=O)N(C3CCCC3)C2)cc1 (stereo unspecified),-1.2,-0.2,2,-0.8,-1.4,3,0,-3,-1.7
CCCCOC(=O)c1ccc(NS(=O)(=O)c2cc(-c3nnnn3CC)ccc2OC)cc1,-3.3,0.2,4,0.7,2.8,-3,-1,-2,-2.1
CC(=O)c1ccc(S(=O)(=O)N2CCN(c3ccccc3F)CC2)cc1,-4.8,x,4,-1.3,1.2,-1,-2,1,1.1
O=C(CCS(=O)(=O)c1ccccc1)N(CCCN1CCOCC1)c1nc2c(F)cccc2s1,-0.3,-3.3,1,-3.2,2.1,1,9,-2,1.8
Cc1ccc(NC(=O)C(NC2CCCc3ccccc32)c2ccccc2)c([N+](=O)[O-])c1 (stereo unspecified),-2.4,-2.6,-5,0.2,0.8,0,1,-2,2.5
COc1cc(C(C)=O)ccc1OCC(=O)Nc1cc(Cl)ccc1-n1cncn1,-1.5,-1.4,5,-1.4,0.0,-1,-1,-5,x
O=C(/C=C/c1ccc2c(c1)OCO2)N1CCCCC1,-0.4,-2.3,28,1.0,-0.2,5,18,4,-0.9
[O-]C1=N/[N+](=C/c2ccccc2Cl)CC1,0.8,1.0,7,0.9,-2.0,0,-4,3,-2.0
CN(CC(=O)Nc1cccc(F)c1)CC(=O)Nc1cccc(S(=O)(=O)N2CCCCC2)c1,-1.9,4.3,-4,-0.2,-0.3,0,7,-5,-2.2
Cc1c(C(=O)N(Cc2cccc(Br)c2)C2CCS(=O)(=O)C2)oc2ccc(F)cc12 (stereo unspecified),-1.4,-0.4,-15,-0.6,2.7,-1,2,-2,3.8
CCC(C)(C)C(=O)Nc1cc([N+](=O)[O-])ccc1F,-2.0,x,6,0.4,1.6,0,3,-1,0.7
Cc1cc(N2CCOCC2)nc2ccc(NC(=S)NCc3ccc4c(c3)OCO4)cc12,-2.6,x,-3,0.1,0.9,11,1,-4,0.4
Cc1ccsc1/C=N/NC(=O)c1ccc2c(c1)OCCO2,-3.7,-0.9,u,-0.5,-1.5,-2,34*,0,-1.5
C[C@H](O)Cc1cc2ccccc2c(=O)o1,-3.1,-1.3,-1,0.4,0.4,-2,6,-7,0.8

# High-throughput results as filed in PubChem BioAssay.
